Anthrax LF inh2 = blocks Bacillus anthracis lethal factor protease; P15917; multiplex microsphere protease cleavage assay, LF; inhibition, % at 10 µM; actives 0.12% (n = 360,000); note: plate controls were buffer without enzyme for full effect and enzyme alone for no effect
Yp Topo-I inh = blocks Yersinia pestis topoisomerase I activity; actives 0.064% (n = 360,000); activity, % at 10 µM; AID 504884; Y. pestis Topo-I cleavage product accumulation, plate reader; in the data active = activity above about 50%, passing the limit was not always enough; note: inactives centre near 2
SARS 3CLpro inh = SARS-CoV 3CLpro protease inhibition | P0C6X7 | inhibition, % at 6 µM | AID 1706 | actives 0.14% (n = 290,000) | recombinant SARS-CoV 3CLpro, quenched FRET peptide cleavage; in the data active = inhibition above about 12%
PrPC TRFRET = reduces human prion protein on the cell surface. P04156. cell surface PrPC, TR-FRET read-out. actives 0.43% (n = 370,000). AID 720596. inhibition, % at 13.8 µM; in the data active = inhibition above about 24%; note: 0% = median of the test wells and 100% = reference compound wells
Vc quorum ag = induces V. cholerae light production without autoinducers. activation, % at 18.7 µM. actives 0.16% (n = 350,000). AID 588436. V. cholerae BH1578 lux reporter, luminescence, 6 h; in the data active = activation mostly above about 9.7%, no sharp cut-off; note: not every result past the cut was called active; inactives centre near 0; reference of the scale not given here
PfHsp40 rescue = rescue of PfHsp40-mediated yeast toxicity. S. cerevisiae expressing PfHsp40, growth rescue, ATP luminescence. growth rescue, % at 12.5 µM. actives 0.68% (n = 340,000). AID 504582; in the data active = growth rescue above about 28%, passing the limit was not always enough;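 note: yeast W303a lacking pdr1 and pdr3 grown in galactose medium; growth measured after three days at 30 °C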
BoNT A protease = blocks Botulinum neurotoxin A light chain protease. AID 588499. actives 0.17% (n = 360,000). multiplex microsphere protease substrate cleavage, flow cytometry. inhibition, % at 10 µM; note: plate controls were buffer without enzyme for full effect and enzyme alone for no effect
SSB-PriA inh = blocks PriA binding to SSB C-terminal tail | AlphaScreen SSBct-PriA binding, biotinylated peptide | inhibition, % at 33 µM | actives 0.6% (n = 430,000); in the data active = inhibition mostly above about 37%, no sharp cut-off; inactive = mostly below about 20%;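 note: plate controls were negative control peptide for no effect and reference peptide for full effect; strong numbers were not always called active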
TcdB GH inh = TcdB glycohydrolase inhibition; P18177; TcdB glycohydrolase enzymatic assay, plate reader; inhibition, % at 9.99 µM; actives 0.24% (n = 350,000); in the data active = inhibition above about 10%
Target sequence (P18177 whole entry, looked up): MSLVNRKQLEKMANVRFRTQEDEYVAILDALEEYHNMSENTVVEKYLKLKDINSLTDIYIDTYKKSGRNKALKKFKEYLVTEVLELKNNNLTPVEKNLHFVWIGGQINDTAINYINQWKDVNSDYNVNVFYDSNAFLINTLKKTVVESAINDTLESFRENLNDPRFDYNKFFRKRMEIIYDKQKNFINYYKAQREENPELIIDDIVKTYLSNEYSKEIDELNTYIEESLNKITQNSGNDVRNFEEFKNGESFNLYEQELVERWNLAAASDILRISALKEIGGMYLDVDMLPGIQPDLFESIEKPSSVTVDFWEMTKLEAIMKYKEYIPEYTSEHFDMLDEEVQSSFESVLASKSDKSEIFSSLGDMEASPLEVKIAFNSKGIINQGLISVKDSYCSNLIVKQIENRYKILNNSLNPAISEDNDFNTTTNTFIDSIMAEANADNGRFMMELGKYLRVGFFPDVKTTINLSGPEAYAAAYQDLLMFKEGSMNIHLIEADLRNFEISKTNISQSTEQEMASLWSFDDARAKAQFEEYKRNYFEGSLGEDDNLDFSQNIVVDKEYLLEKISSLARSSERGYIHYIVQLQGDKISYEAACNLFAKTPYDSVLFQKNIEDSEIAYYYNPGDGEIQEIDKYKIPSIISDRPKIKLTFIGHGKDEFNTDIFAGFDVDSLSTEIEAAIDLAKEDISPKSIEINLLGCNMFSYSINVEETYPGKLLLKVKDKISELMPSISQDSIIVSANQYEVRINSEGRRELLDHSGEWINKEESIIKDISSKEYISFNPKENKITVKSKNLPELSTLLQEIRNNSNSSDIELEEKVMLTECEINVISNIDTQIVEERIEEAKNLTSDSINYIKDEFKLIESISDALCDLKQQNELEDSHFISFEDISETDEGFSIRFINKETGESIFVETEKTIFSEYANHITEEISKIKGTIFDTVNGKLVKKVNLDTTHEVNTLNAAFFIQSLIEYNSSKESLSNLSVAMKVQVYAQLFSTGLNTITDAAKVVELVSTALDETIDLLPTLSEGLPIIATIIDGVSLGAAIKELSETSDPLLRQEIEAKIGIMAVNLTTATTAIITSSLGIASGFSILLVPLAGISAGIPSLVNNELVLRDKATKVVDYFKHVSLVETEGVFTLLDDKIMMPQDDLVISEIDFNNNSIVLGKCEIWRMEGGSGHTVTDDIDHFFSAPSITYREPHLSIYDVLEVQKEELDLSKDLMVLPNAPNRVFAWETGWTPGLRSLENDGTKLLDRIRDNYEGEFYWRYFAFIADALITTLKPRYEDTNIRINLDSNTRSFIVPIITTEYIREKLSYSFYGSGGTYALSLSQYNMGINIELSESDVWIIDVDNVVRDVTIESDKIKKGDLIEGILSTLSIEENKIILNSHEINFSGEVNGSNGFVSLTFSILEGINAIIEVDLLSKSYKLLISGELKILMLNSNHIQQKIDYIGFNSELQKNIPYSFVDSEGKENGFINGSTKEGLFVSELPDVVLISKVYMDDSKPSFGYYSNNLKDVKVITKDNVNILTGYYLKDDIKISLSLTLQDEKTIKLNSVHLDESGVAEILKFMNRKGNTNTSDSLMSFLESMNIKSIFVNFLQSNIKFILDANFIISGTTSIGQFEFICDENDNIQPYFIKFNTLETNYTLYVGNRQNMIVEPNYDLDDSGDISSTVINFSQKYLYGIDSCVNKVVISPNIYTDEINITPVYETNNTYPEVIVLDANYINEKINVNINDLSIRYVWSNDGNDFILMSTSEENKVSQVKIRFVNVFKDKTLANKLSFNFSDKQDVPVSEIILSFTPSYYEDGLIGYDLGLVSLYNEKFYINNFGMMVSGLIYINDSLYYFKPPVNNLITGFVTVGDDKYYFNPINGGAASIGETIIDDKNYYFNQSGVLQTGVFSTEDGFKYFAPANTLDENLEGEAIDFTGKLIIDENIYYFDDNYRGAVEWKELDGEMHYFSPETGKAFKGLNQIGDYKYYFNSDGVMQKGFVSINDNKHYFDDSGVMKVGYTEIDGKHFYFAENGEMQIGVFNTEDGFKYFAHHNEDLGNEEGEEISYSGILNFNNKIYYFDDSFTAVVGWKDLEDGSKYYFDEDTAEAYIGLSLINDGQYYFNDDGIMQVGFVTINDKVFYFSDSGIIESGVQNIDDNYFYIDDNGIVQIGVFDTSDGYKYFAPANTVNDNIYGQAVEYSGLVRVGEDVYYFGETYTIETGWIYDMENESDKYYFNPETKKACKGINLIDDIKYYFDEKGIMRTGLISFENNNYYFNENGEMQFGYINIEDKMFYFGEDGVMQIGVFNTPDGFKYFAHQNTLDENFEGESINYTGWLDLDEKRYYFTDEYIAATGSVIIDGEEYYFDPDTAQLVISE
Active calls of the source: *; i = inactive; . = not tested or not shown. Cut-off read from the data, not from the text of the source, unless noted: active = inhibition above about 30%; inconclusive = no clear call, values can overlap the other calls; inactive = below that. This is a subset; rates above refer to the full screens.

SMILES | Anthrax LF inh2 | Yp Topo-I inh | SARS 3CLpro inh | PrPC TRFRET | Vc quorum ag | PfHsp40 rescue | BoNT A protease | SSB-PriA inh | TcdB GH inh
CC1(C)CC(=O)C2=C(C1)NC(SCC(=O)Nc1ccccc1)=C(C#N)C2c1ccco1 (stereo not given) | -4 | 7 | -1 | 6 | i | -1.1 | -0.1 | -11 | .
O=C1NC[C@@H](CCCCN2C[C@H](Cc3ccc(O)cc3)N(CC3CCCCC3)C(=O)C2=O)N(CCc2ccccc2)C1=O | 0 | . | . | 14 | . | . | 0.5 | . | -7.2
Cn1c(=O)c2c(SCc3ccccn3)nc(C3CC3)nc2n(C)c1=O | -3 | 5 | -4 | -3 | -1.0 | -0.3 | -0.7 | -1 | -0.6
O=C(NC1CCCC1)C1c2ccccc2OCC(=O)N1CCCN1CCOCC1 (stereo not given) | 5 | . | . | 0 | . | . | -1.6 | . | -0.2
Cc1ccc(-c2nnn(CC(=O)N3C(C)CCCC3C)n2)cc1 (stereo not given) | . | -5 | 3 | -5 | -0.4 | 0.3 | . | -4 | -1.2
Cc1ccc(-n2[nH]c(C)c(C=Nc3ccc(Br)cn3)c2=O)cc1 | 1 | 1 | -2 | 6 | -0.3 | -0.5 | 0.2 | -15 | -1.6
COC(=O)c1ccc2nc(C3CCCCC3)c(Cc3ccc(C)cc3)n2c1 | -3 | . | . | -4 | . | . | 2.4 | . | 2.0
O=C(NC1CCCCC1)C(c1ccccc1)N(C(=O)c1csnn1)C1CC1 (stereo not given) | -4 | 1 | -4 | 6 | -8.8 | 18 | 0.1 | -17 | 1.5
CC(=O)c1ccc(NC(=O)N2CCN(c3ccc(C)cc3)C(C)C2)cc1 (stereo not given) | 2 | 11 | 4 | 17 | i | -0.1 | -1.1 | 6 | -1.4
O=S(=O)(c1cccc(Cl)c1)N1CCN(S(=O)(=O)c2ccc3c(c2)OCCO3)CC1 | -4 | -9 | . | -1 | i | 43* | 0.1 | -19 | -2.7
Cc1cccc(C(=O)NCC(C)NC(=O)c2cccc(C)c2)c1 (stereo not given) | 5 | 3 | 6 | 5 | i | -0.5 | -1.5 | -18 | 0.2
O=C(O)c1ccc(CN2C[C@@H](CO)O[C@@H](n3cnc4c(NCc5ccc(F)cc5)ncnc43)C2)cc1 | -5 | 4 | . | -2 | i | . | -0.1 | . | 0.7
COc1cccc(CC(=O)N2CCN(c3ccccc3[N+](=O)[O-])CC2)c1 | -3 | -2 | 3 | -1 | i | 2.2 | 1.3 | 3 | .
Cc1cccc(NC(=O)c2cccnc2Cl)n1 | 0 | 4 | 3 | 3 | i | 0.1 | -0.5 | -8 | 1.7
CCOc1ccc(NC(=O)CN(C)C(=O)c2ccccc2CCc2ccccc2)cc1OCC | -5 | -10 | . | -10 | i | -0.5 | 5.1 | -16 | -0.1
CC(=O)OC1c2ccccc2C(=O)N1Cc1ccccc1Cl (stereo not given) | -3 | 17 | -5 | -2 | -0.3 | 0.4 | 1.0 | -15 | 2.5
Cc1csc(C(=O)NN)c1N(C)C | 2 | 9 | 0 | 10 | -0.4 | 3.6 | 0.5 | -19 | -1.8
COc1ccc(C(=O)NNC(=O)CCc2nc3ccccc3c(=O)[nH]2)cc1 | -4 | -1 | . | 2 | i | -0.8 | 0.4 | -4 | -0.2
CCOC(=O)c1c(NC(=O)CSc2nnc(-c3c[nH]c4ccccc34)n2CCOC)sc2c1CCCC2 | -4 | 2 | -5 | -1 | -0.5 | -0.9 | -1.8 | 2 | 1.5
Cc1cc(C(=O)N/N=C2\CC(=O)CC(C)(C)C2)n[nH]1 | -2 | -2 | 3 | 1 | -1.7 | -1.4 | -2.0 | . | .
Cc1ccc(C(=O)CNc2ccc(C)c(Cl)c2)cc1 | 1 | -7 | 0 | 8 | i | -0.8 | 0.4 | 10 | .
O=C(COc1ccc(Cl)cc1Cl)NC(=O)c1ccccc1 | -1 | -7 | -2 | -4 | -0.4 | -0.1 | -2.8 | 3 | 0.9
CCOc1ccc(NC(=O)CSc2nnc(C3CC3)n2C)cc1 | 6 | -16 | -5 | 5 | i | -1.0 | 0.3 | -17 | -0.2
CCOC(=O)c1ccc(N/C=C2/CCCC(C)C2=O)cc1 (stereo not given) | -2 | 9 | -3 | 0 | -0.5 | -0.5 | -0.8 | -6 | .
CC(=O)OC(C[N+]1(C)CCCCCC1)c1ccccc1 (stereo not given) | 4 | 5 | -2 | 2 | 1.4 | -0.9 | -0.6 | 2 | 1.2
COc1ccccc1NC(=O)Nc1ccc2c(c1)nc(C)n2C | -4 | -1 | -3 | 3 | 1.6 | -0.2 | -0.5 | 1 | 0.0
COc1cc(Cl)c(C)cc1NC(=O)CSc1sc2c(O)cc(=O)[nH]c2c1C#N | -1 | -4 | 1 | -6 | -0.5 | 0.5 | -0.1 | 4 | -0.7
CCOc1ccc(CN(C)CC(=O)Nc2cccc3ccccc23)cc1OC | 4 | 27 | 2 | -4 | -0.3 | 1.4 | -0.7 | -9 | -1.5
C[C@@H]1CN(C2CCC(C#N)(c3ccc(F)cc3)CC2)CC[C@]1(C(=O)O)c1ccccc1 (stereo not given in full) | 6 | 1 | . | -1 | -0.6 | -1.8 | 0.3 | -2 | 1.3
Cc1cc(NC(=O)NC(=O)c2ccc(F)cc2F)n[nH]1 | 3 | 3 | -2 | 10 | -1.4 | 0.8 | -0.1 | 5 | .
O=C(NCCc1cn2ccccc2n1)c1ccc(Br)o1 | -4 | 16 | -8 | 4 | i | 1.2 | 0.1 | 1 | -6.2
C#CCOCCOCCOCCNc1nc(N2CCN(C(=O)[C@H]([C@@H](C)CC)n3cc([C@@H](N)CO)nn3)CC2)nc(N2CCN(C(=O)[C@H]([C@@H](C)CC)n3cc([C@@H](N)CC(C)C)nn3)CC2)n1 | 7 | -7 | -1 | . | i | -0.9 | 0.6 | 3 | .
Cc1ccc2nc(-c3ccncc3)cc(C(=O)Nc3ccncc3)c2c1 | 2 | 2 | -6 | -13 | -0.4 | -0.6 | -0.5 | -10 | 3.1
Cc1cc(C)n(-c2ccc(C(=O)Nc3sccc3C(N)=O)cc2)n1 | -2 | 4 | -3 | -3 | -0.3 | 0.1 | 0.2 | -6 | .
Cc1cc(N2CCN(C)CC2)nc2ccc(NC(=O)CCC3CCCC3)cc12 | 2 | -9 | -4 | -1 | i | 0.2 | 1.2 | 30 | 0.5
O=C(NC(=S)N1CCN(C(c2ccccc2)c2ccccc2)CC1)c1ccc(S(=O)(=O)N2CCOCC2)cc1 | -3 | 35 | 0 | 3 | -0.3 | 1.8 | -0.2 | 16 | .
CCc1sc(C(C2C(=O)CC(C)(C)CC2=O)C2C(=O)CC(C)(C)CC2=O)cc1[N+](=O)[O-] | -2 | -8 | 2 | 2 | -0.1 | 0.7 | -0.2 | 5 | 0.8
Cc1ccc(OCC(=O)NCCNC(=O)c2ccc(C)nc2)cc1 | -5 | -4 | 6 | 4 | i | 0.3 | -0.2 | 2 | -2.4
COc1ccc(N(Cc2cc3ccccc3[nH]c2=O)C(=O)C2CCCO2)cc1 (stereo not given) | 1 | 7 | 4 | 7 | 0.8 | -0.5 | 0.7 | -14 | .
COc1cc(OC)cc(-n2nnnc2SCC(=O)N2CCCc3ccccc32)c1 | 0 | 18 | -1 | -6 | -3.6 | 0.3 | 1.3 | -8 | 1.3
O=S(=O)(CCc1nc2ccccc2o1)c1ccc(Cl)cc1 | -3 | 6 | -6 | -8 | i | 0.6 | 0.2 | 0 | .
CCC(C)[C@H](NC(=O)NCc1ccccc1Cl)C(=O)O (stereo not given in full) | -1 | -5 | 0 | 2 | -0.4 | 0.1 | -0.2 | -9 | .
O=C(Nc1ccc(S(=O)(=O)Nc2ncccn2)cc1)c1ccco1 | 1 | -12 | 0 | -3 | -0.2 | -0.2 | 0.1 | -6 | .
CC1=C(C(=O)N2CCOCC2)CC(CC(=O)NCCc2ccccn2)C(=O)N1Cc1ccc(C(C)(C)C)cc1 (stereo not given) | 2 | 23 | . | -3 | -0.4 | . | -0.3 | . | 0.7
CCn1cnc2sc(C(=O)N3CCN(c4ccc(OC)cc4)CC3)c(C)c2c1=O | 6 | -4 | 2 | 5 | i | -0.4 | 2.0 | 4 | .
CNC(=S)NCCC(c1ccccc1)c1ccccc1 | 1 | -9 | -8 | -2 | 0.0 | -0.5 | -1.0 | 0 | -0.1
CN1c2ccc(C=O)c3c(C=O)ccc(c23)N(C)C1(C)C | -43 | -9 | 2 | -31 | -0.4 | 2.4 | -3.4 | 15 | -0.6
CC1CCCCN1S(=O)(=O)c1cnc(Cl)c(Br)c1 (stereo not given) | -1 | 2 | -7 | -1 | -0.3 | 0.9 | -0.4 | -18 | 1.7
CC(C)n1c(=O)c2ccccc2n1Cc1cn(Cc2cccs2)nn1 | 2 | . | . | -2 | . | . | -0.2 | . | 0.3
Cc1ccccc1NC(=O)/C=C/c1cccs1 | -4 | 6 | -3 | -21 | -1.4 | -1.9 | -0.2 | 2 | 2.7
CCN(CC)C(=O)C(=O)N/N=C/c1ccc(C(=O)O)cc1 | 0 | 1 | 1 | 5 | -1.4 | 0.0 | 0.3 | . | .
COc1ccc(/C(C)=N/OCC(=O)N=Nc2c(O)[nH]c3ccccc23)cc1 | -2 | 3 | 6 | 2 | -0.2 | -1.8 | 0.0 | . | .
CCOc1ccc(NC(=O)c2ccc(OC)cc2)cc1 | -2 | -6 | 2 | 3 | -1.9 | 0.2 | 0.1 | -16 | .
Nc1cccnc1Sc1ccc([N+](=O)[O-])cn1 | 2 | 0 | 1 | -25 | i | 0.4 | -0.1 | -3 | 1.0
CCCn1c(SCC(=O)NCc2ccco2)nnc1-c1ccncc1 | -7 | 1 | -2 | 2 | i | 0.1 | -0.1 | -1 | 0.9
COc1ccc2ccccc2c1CNCCCN1CCOCC1 | -3 | 1 | 0 | -4 | i | -1.3 | -0.4 | -10 | 0.9
C=COC(=O)CSc1snc(SCC(=O)OC)c1C#N | -1 | 2 | 2 | 6 | -0.4 | 0.6 | 0.1 | -13 | .
COc1cccc(CNC(=O)CC2C(=O)NCCN2CCCc2ccccc2)c1 (stereo not given) | . | 8 | 1 | 0 | -0.6 | -0.4 | . | 2 | -0.1
CCN1CCN(C(c2cccs2)C(C)NC(=O)c2cccc(OC)c2)CC1 (stereo not given) | -9 | 2 | -5 | 1 | -1.3 | 1.2 | -0.7 | -4 | -5.4
O=C(NCCc1ccccc1F)C1CCC(=O)N(CCCN2CCCC2=O)C1 (stereo not given) | -6 | 16 | -7 | -7 | i | -1.3 | -1.1 | -8 | -0.3

Only SSB-PriA inh, for some of the entries so far:
SMILES	SSB-PriA inh
Nc1cccnc1Sc1ccc([N+](=O)[O-])cn1	-3
CCCn1c(SCC(=O)NCc2ccco2)nnc1-c1ccncc1	-1
COc1ccc2ccccc2c1CNCCCN1CCOCC1	-10
C=COC(=O)CSc1snc(SCC(=O)OC)c1C#N	-13

The listing continues:
SMILES | Anthrax LF inh2 | Yp Topo-I inh | SARS 3CLpro inh | PrPC TRFRET | Vc quorum ag | PfHsp40 rescue | BoNT A protease | SSB-PriA inh | TcdB GH inh
CC(=O)NC(CC(=O)NC12CC3CC(CC(C3)C1)C2)c1ccccc1 (stereo not given) | -2 | 2 | 0 | 4 | -0.3 | -0.5 | 0.8 | -4 | .
CON(C)C(=O)CC(CN(Cc1ccccc1)C(=O)OC(C)(C)C)c1ccc(Cl)cc1 (stereo not given) | -6 | 27 | . | 8 | i | 11 | -0.5 | -18 | 1.7
O=C1COc2ccc(S(=O)(=O)Nc3ccc4c(c3)OCO4)cc2N1 | 8 | -7 | -1 | 1 | i | -0.3 | -0.5 | 1 | 9.9
S=C(Nc1ccc(N2CCOCC2)cc1)Nc1ccc2snnc2c1 | -8 | -10 | 5 | 1 | -0.3 | 0.9 | 0.6 | 15 | -12
